# Screening results from PubChem BioAssay.
# LmPK inhibitor: inhibitors of Leishmania mexicana pyruvate kinase; purified LmPK, Kinase-Glo ATP luminescence, 1 h; Potency, µM (series often up to 57.5 µM), for the others: at the highest dose activity change, negative = inhibition, usual class: inhibitors; hit rate 0.37% among 290,000; further: potency means the concentration at half of the fitted maximal effect; on the % scale 0 is the no-effect control and ±100 the full control effect
# Target sequence (Q27686 whole entry, looked up): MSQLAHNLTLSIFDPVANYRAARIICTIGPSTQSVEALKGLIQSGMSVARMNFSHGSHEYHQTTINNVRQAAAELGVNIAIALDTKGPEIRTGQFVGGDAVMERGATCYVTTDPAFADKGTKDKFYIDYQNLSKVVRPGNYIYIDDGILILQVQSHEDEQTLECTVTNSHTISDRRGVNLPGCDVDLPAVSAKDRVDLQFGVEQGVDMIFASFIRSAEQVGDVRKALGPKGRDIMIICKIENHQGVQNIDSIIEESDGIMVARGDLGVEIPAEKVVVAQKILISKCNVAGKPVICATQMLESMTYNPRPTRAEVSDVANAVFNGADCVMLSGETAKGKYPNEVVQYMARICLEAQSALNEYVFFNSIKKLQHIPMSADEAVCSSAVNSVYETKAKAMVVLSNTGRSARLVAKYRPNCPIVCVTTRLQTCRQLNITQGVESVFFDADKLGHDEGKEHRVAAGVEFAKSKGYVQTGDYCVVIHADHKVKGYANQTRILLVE
#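 0.1 nM LmPK, 0.5 mM PEP, 0.1 mM ADP; 50 mM imidazole pH 7.2, 7 mM MgCl2, 50 mM KCl; 1 h RT. Kinase-Glo luminescence readout, normalized to no-enzyme (full inhibition) and uninhibited wells.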
# Cycloheximide cs: counter-screen for Shiga toxin inhibitors: cycloheximide protein synthesis inhibition; cell reporter, cycloheximide protein synthesis inhibition counterscreen; max response, %; hit rate 12% among 300,000; AID 2314; in the data active means max response mostly above about 13%, no sharp cut-off; inactive means mostly below about 14%; further: read at 38.3 µM for the half of the compounds with a filed dose; 0% is about no effect
# Shiga toxin inh: inhibitors of Shiga toxin in Vero cells. hit rate 9.2% among 290,000. Vero cells, Shiga toxin protein synthesis inhibition reporter. inhibition, % at 38.7 µM; in the data active means inhibition mostly above about 28%, no sharp cut-off; inactive means mostly below about 43%; further: 0% is about no effect
# Pf growth 48h: P. falciparum growth inhibition at 48 hours (one generation); P. falciparum luciferase growth in erythrocytes, 48 h; Potency, µM (doses to about 28.7 µM), for inactives: at the top dose activity change, negative = inhibition, hits mostly inhibitors; hit rate 5.9% among 310,000; further: potency means the concentration at half of the fitted maximal effect; on the % scale 0 is the no-effect control and ±100 the full control effect
#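 A one-generation exposure of luciferase-tagged malaria parasites in RPMI 1640/Albumax erythrocyte culture, 37 C and 5% CO2. Inhibition is inferred from decreased luminescence after adding detection reagent.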
# AMA1 RON2 block: inhibitors of Plasmodium falciparum AMA1-RON2 interaction | Potency, µM (series often up to 58.2 µM), for the others: top-dose activity change, negative = inhibition, hits mostly inhibitors | AID 720542 | AlphaScreen AMA1-biotinylated RON2 peptide binding | hit rate 0.2% among 360,000;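 further: potency means the concentration at half of the fitted maximal effect; 0% = vehicle wells and -100% = peptide control; nearly all actives have a fitted effect of over 45% in size; some results filed as inactive show a strong effect at the top dose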
#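 AMA1 (3D7) with his tag at 25 nM final met compounds first, then biotinylated RON2 peptide at 25 nM; detection used donor plus acceptor beads, 10 µg/mL apiece, read by AlphaScreen after 30 min at room temperature.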
# Pf growth 96h: inhibits malaria parasite growth, 96 h; P. falciparum luciferase reporter growth, 96 h; Potency, µM (highest dose often 28.7 µM), for the others: top-dose activity change, negative = inhibition, actives largely listed as inhibitors; hit rate 6.9% among 320,000; further: potency means the concentration at half of the fitted maximal effect; on the % scale 0 is the no-effect control and ±100 the full control effect
#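 96 h incubation, 37 C, 5% CO2, of luciferase-reporter P. falciparum-infected RBCs (2% hematocrit, 0.05% parasitemia final) with test compounds; endpoint luminescence.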
# TbPYK inhibitor: inhibitors of Trypanosoma brucei pyruvate kinase; TbPYK enzyme, Kinase-Glo Plus ATP luminescence, 45 min; Potency, µM (doses to about 76.8 µM), without a hit: at the highest dose activity, negative = inhibition, most hits filed as inhibitors; hit rate 0.12% among 410,000; AID 624173; further: potency means the concentration at half of the fitted maximal effect; on the % scale 0 is the no-effect control and ±100 the full control effect; nearly all actives have a fitted effect of over 50% in size
#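 Luminescent Kinase-Glo Plus end-point after 45 min room-temperature reaction of T. brucei pyruvate kinase started with 130 uM ADP (final). Buffer TEA 50 mM pH 7.2 with KCl, MgCl2, BSA, Tween-20; titration-based qHTS with fitted concentration-effect curves.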
# Active calls of the source: *; ? = inconclusive; / = not tested or not shown; [ ] = another dose, or the depositor's remark. Unless noted, the call rests on the fitted dose curve; in most records, active means well fitted curve in the direction sought with a large enough effect; inconclusive means small, poorly fitted or top-dose-only effect, or another doubt; inactive means no such curve, though single readings can be large; an effect the other way counts as inactive or inconclusive. Not a hit list; about 21% have a hit in one of these screens.
SMILES,LmPK inhibitor,Cycloheximide cs,Shiga toxin inh,Pf growth 48h,AMA1 RON2 block,Pf growth 96h,TbPYK inhibitor
O=C1CC(N(CCc2ccccc2)C(=S)Nc2ccccc2)C(=O)N1c1ccc(F)cc1 (centres undefined),16.9%,-2.1,26.3,?,6.8%,?,-4.3%
CC(CCc1ccco1)NC(=O)Cn1ncc2c(=O)oc3ccccc3c21 (centres undefined),2.5%,-0.7,-1.1,0.0%,2.8%,?,0.6%
Cc1nn(Cc2ccc([N+](=O)[O-])cc2)c(=O)n1-c1cccc(Cl)c1,-0.8%,-1.4,-12.9,-18.0%,-2.1%,31.5%[activator],4.3%
COc1ccc(NC(=S)NC2CC3CCC2C3)c(OC)c1 (centres undefined),-0.5%,7.1,5.2,?,11.2%,?,5.5%
CC(C)=C1C2CC2C2C(C(=O)O)C12 (centres undefined),0.4%,-1.6,-7.1,23.8%,-3.8%,60.9%[activator],3.7%
N/N=C(\Cc1cscn1)c1ccc(O)cc1O,5.4%,36.3*,80.2*,8.5%,34.3%[activator],0.0%,-12.6%
CCN1CCN(c2ccc(Nc3ccnc4ccccc34)cc2)CC1,/,/,/,0.657µM*,-3.3%,?,-4.6%
COc1ccccc1C(C)NC(=O)c1ccc(C)o1 (centres undefined),-1.9%,-2.1,-16.3,/,3.8%,13.1µM*,-0.8%
Cn1c(SCc2ccccc2Cl)nc2c1c(=O)[nH]c(=O)n2C,3.6%,-2.2,-20.1,?,-3.6%,?,0.2%
O=C(c1ccc2c(c1)OCCO2)N1CCN(S(=O)(=O)c2c(F)cccc2F)CC1,/,0.2,-4.0,-2.3%,/,?,1.9%
O=C(Nc1ccccc1Cl)Nc1ccnn1C1CCN(C(=O)CCN2CCCO2)CC1,-2.9%,-1.8,-5.5,14.6%,69.1%[activator],0.7%,2.1%
O=P(COCCOCCOCP(=O)(c1ccccc1)c1ccccc1)(c1ccccc1)c1ccccc1,-0.2%,-4.6,-0.8,?,12.9%,20.8%,7.3%
Cc1cc(C)n2nc(C(=O)OCC(=O)c3ccccc3Cl)nc2n1,/,/,/,-2.0%,9.7%,-22.4%,3.1%
O=C(Nc1cccnc1)c1cnn2cccnc12,-3.1%,-0.5,23.9,23.4%,-5.4%,?,0.9%
Cc1cn(CC2COC(C)(C)O2)c(=O)[nH]c1=O (centres undefined),3.1%,-3.3,30.0,35.6%[activator],-18.5%,26.3%,-25.9%
CN(C)C(=O)CSc1ccc(S(=O)(=O)N2CCOCC2)cn1,/,/,/,-15.4%,2.2%,-29.8%,-1.1%
COc1ccc(CNCc2cccc3ccccc23)cc1,2.5%,-2.8,12.1,71.0%[activator],?,?,0.4%
Cc1ccc(O)c(N=Cc2cccs2)c1,0.9%,29.2*,38.0*,?,-9.0%,16.9%,2.6%
CCOc1ccc(CCNC(=O)CS(=O)Cc2nc(-c3ccc(OC)cc3)oc2C)cc1OCC (centres undefined),0.4%,-5.0,3.8,-7.1%,-3.8%,-6.6%,0.0%
Cc1ccc(S(=O)(=O)N/N=C/c2c[nH]c3ccccc23)cc1,7.1%,8.3,13.9,280.0%[activator],-8.2%,67.0%[activator],-1.5%
COc1ccc(NC(=O)CSc2ccc3nnc(CCNC(=O)c4ccccc4)n3n2)cc1,-2.5%,-1.8,-2.7,-14.5%,-10.1%,?,3.6%
CC(/C=N/NC(=O)C(O)c1ccccc1)=C\c1ccccc1 (centres undefined),-0.8%,14.5*,45.1*,64.5%[activator],10.6%,43.3%[activator],-0.5%
COCCNC(=S)N1CCC(NC(=O)C23CC4CC(CC(C4)C2)C3)CC1,11.6%,-3.6,41.1,-1.3%,8.9%,?,-2.6%
CCNC(=O)COC(=O)CNC(=O)c1cc(Cl)cc([N+](=O)[O-])c1,-4.6%,-6.2,6.0,-3.9%,13.7%,-14.7%,2.1%
COc1ccc(-c2cc(C(=O)Nc3ccc(S(=O)(=O)Nc4onc(C)c4C)cc3)c3ccccc3n2)cc1,-0.9%,-3.4,2.0,11.7µM*,-14.8%,?,-2.5%

# In a second layout: entries from further up
# Order of results – LmPK inhibitor	Cycloheximide cs	Shiga toxin inh	Pf growth 48h	AMA1 RON2 block	Pf growth 96h	TbPYK inhibitor
> CC(/C=N/NC(=O)C(O)c1ccccc1)=C\c1ccccc1 (centres undefined)
→ -0.8%	14.5*	45.1*	64.5%[activator]	10.6%	43.3%[activator]	-0.5%
> COCCNC(=S)N1CCC(NC(=O)C23CC4CC(CC(C4)C2)C3)CC1
→ 11.6%	-3.6	41.1	-1.3%	8.9%	?	-2.6%
> CCNC(=O)COC(=O)CNC(=O)c1cc(Cl)cc([N+](=O)[O-])c1
→ -4.6%	-6.2	6.0	-3.9%	13.7%	-14.7%	2.1%

# Additional entries:
SMILES,LmPK inhibitor,Cycloheximide cs,Shiga toxin inh,Pf growth 48h,AMA1 RON2 block,Pf growth 96h,TbPYK inhibitor
CC(C)(C)c1csc(CS(=O)(=O)c2ccccn2)n1,-10.9%,23.6*,88.5*,0.0%,0.5%,2.7%,-0.1%
Cc1ccc(S(=O)(=O)N2CCC(C(=O)NCCN3CCCCCC3)CC2)cc1,6.6%,-1.8,8.8,11.7µM*,-11.1%,-2.8%,2.7%
O=C(O)CCCCCN1C(=O)/C(=C/c2ccncc2)SC1=S,-2.9%,-4.2,-7.2,?,24.7%,?,-5.7%
Cc1cc(=O)oc2cc(OCC(=O)NC3(C#N)CCCCC3)c(Cl)cc12,/,/,/,0.9%,1.8%,-2.2%,-3.8%
CN1CCN(c2nc(-c3cccc([N+](=O)[O-])c3)nc3ccccc23)CC1,-5.1%,-4.5,14.2,?,-11.5%,0.0%,8.3%
COc1cc(NC(=O)CSCc2cnn(-c3ccccc3)c2-n2cccc2)cc(OC)c1,4.6%,-2.6,4.8,?,-1.3%,?,-15.1%
COc1ccc(/C(C)=N/NC(=O)CNC(=O)c2cccnc2)c(OC)c1,3.9%,-6.8,-2.3,13.8%[0.00184 µM],12.7%,8.9%,2.2%
O=c1[nH]nc(Cc2ccc(Cl)cc2Cl)c2ccccc12,8.6%,-1.7,16.5,/,-25.3%,?,0.7%
CC(=O)c1ccc(S(=O)(=O)N2CCn3cccc3C2C)cc1 (centres undefined),/,/,/,14.3%,-5.2%,?,0.3%
C[C@@H]1CN(Cc2nc(-c3cccs3)no2)C[C@H](C)O1,-11.1%,5.2,20.8,36.5%[activator],-5.9%,245.5%[activator],6.8%
Cc1ccc(N2CC(C(=O)NCCC3=CCCCC3)CC2=O)cc1 (centres undefined),/,/,/,11.5%,11.3%,82.7%[activator],2.0%
CCOC(=O)[C@H]1[C@H]2COc3ccc(Br)cc3[C@@H]2N2C(=O)c3ccc(F)cc3NC(=O)[C@@]12C,/,/,/,?,0.0%,?,5.8%
N#CCCN(CCC#N)C(=O)c1ccc(Cl)cc1,-0.4%,0.7,6.5,4.8%,1.7%,-13.0%,1.7%
CCCn1c(N)c(C(=O)CSc2nc3ccccc3c(=O)n2-c2ccc(OC)cc2)c(=O)[nH]c1=O,0.3%,-2.0,-8.2,0.0%,9.6%,76.7%[activator],-4.1%
COc1ccc(CN2CCCN(S(=O)(=O)c3ccc(Br)cc3)CC2)cc1,2.2%,-1.4,41.5,/,1.5%,-23.2%,-15.7%
CCOc1cc(CNc2ccc3c(c2)OCCO3)cc(Br)c1OC,2.0%,10.8,5.8,/,?,?,-10.0%
COc1ccccc1NC(=O)Nc1ccc(C(=O)N2CCCCC2)cc1,?,27.2*,79.6*,180.5%[activator],-3.0%,329.3%[activator],-10.2%
Fc1ccc(N2CCN(c3nc(-c4ccco4)cc(C(F)(F)F)n3)CC2)cc1,0.1%,-4.8,-5.4,8.1%,-4.7%,-3.1%,3.9%
CCOC(=O)c1sc(N)c(C#N)c1CSc1nc2ccc(OCC)cc2[nH]1,-0.3%,1.4,1.5,-12.3%,39.4%[activator],?,-2.8%
O=C(CSc1nnc(-c2ccccc2Br)o1)Nc1cccc2ccccc12,2.3%,0.3,1.3,49.8%[activator],0.9%,4.1%,5.2%
CCOc1ccc(N(CC(=O)Nc2cccc(C)c2C)S(=O)(=O)c2c(C)[nH]c(=O)[nH]c2=O)cc1,-2.6%,-1.7,4.7,-4.7%,11.8%,-2.7%,1.9%
CC1CCCC(NC(=O)CN2C(=O)NC(c3ccccc3)(c3ccccc3)C2=O)C1C (centres undefined),/,/,/,14.7µM*,-1.5%,?,0.1%
CCc1nnc(N/N=C/c2ccccc2F)n1N,1.1%,10.0,48.5,28.2%,6.8%,-21.8%,2.7%
Cc1ccc(-c2cnc(NC(=O)CCC(=O)N(C)Cc3ccccc3)n2C)cc1,1.9%,1.0,-15.4,4.3%,69.7%[activator],451.2%[activator],2.2%
Cc1ccc(S(=O)(=O)N2CCOCC2)cc1C(=O)OC(C)C(=O)NC1CCCC1 (centres undefined),/,/,/,?,-7.6%,-19.1%,-14.1%
CC(C)CCSc1nc2ccccc2[nH]1,-26.7%,52.3*,102.5*,223.3%[activator],-0.6%,290.1%[activator],3.1%
CC(C)(C)c1nc(SCC(=O)c2ccccc2)c2ccccc2n1,7.1%,4.9,10.5,?,-1.9%,37.8%[activator],-1.4%

# One compound at a time (already shown).
# Cc1ccc(S(=O)(=O)N/N=C/c2c[nH]c3ccccc23)cc1 as listed: LmPK inhibitor: 7.1%; Cycloheximide cs: 8.3; Shiga toxin inh: 13.9; Pf growth 48h: 280.0%[activator]; AMA1 RON2 block: -8.2%; Pf growth 96h: 67.0%[activator]; TbPYK inhibitor: -1.5%
# Cc1cc(=O)oc2cc(OCC(=O)NC3(C#N)CCCCC3)c(Cl)cc12 as listed: LmPK inhibitor: /; Cycloheximide cs: /; Shiga toxin inh: /; Pf growth 48h: 0.9%; AMA1 RON2 block: 1.8%; Pf growth 96h: -2.2%; TbPYK inhibitor: -3.8%

# Six entries out of the list, ordered by formula weight, falling:
SMILES,LmPK inhibitor,Cycloheximide cs,Shiga toxin inh,Pf growth 48h,AMA1 RON2 block,Pf growth 96h,TbPYK inhibitor
O=C(Nc1ccccc1Cl)Nc1ccnn1C1CCN(C(=O)CCN2CCCO2)CC1,-2.9%,-1.8,-5.5,14.6%,69.1%[activator],0.7%,2.1%
Cc1ccc(-c2cnc(NC(=O)CCC(=O)N(C)Cc3ccccc3)n2C)cc1,1.9%,1.0,-15.4,4.3%,69.7%[activator],451.2%[activator],2.2%
COCCNC(=S)N1CCC(NC(=O)C23CC4CC(CC(C4)C2)C3)CC1,11.6%,-3.6,41.1,-1.3%,8.9%,?,-2.6%
CN1CCN(c2nc(-c3cccc([N+](=O)[O-])c3)nc3ccccc23)CC1,-5.1%,-4.5,14.2,?,-11.5%,0.0%,8.3%
CN(C)C(=O)CSc1ccc(S(=O)(=O)N2CCOCC2)cn1,/,/,/,-15.4%,2.2%,-29.8%,-1.1%
COc1ccc(NC(=S)NC2CC3CCC2C3)c(OC)c1 (centres undefined),-0.5%,7.1,5.2,?,11.2%,?,5.5%
